High-throughput results from PubChem.
HSF1 inhib: HSF1 inhibition; NIH3T3-HGL HSE-luciferase, MG132-induced, luminescence 8 h; stronger effect = lower value; activity change, negative = inhibition, % at 7.5 µM (by protocol); 300,000 tested, 0.77% active; AID 2098;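 active = more than half of replicate wells show activity change below -50%, luminescence cut by over half; inconclusive = some wells, but at most half, below -50%; inactive = no replicate well below -50%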;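 note: luciferase reports HSF-1 transcriptional activity via heat shock element; 0% = median of DMSO wells and -100% = zero luminescence signal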
GSK3B inh: human GSK3beta kinase inhibition; P49841; GST-GSK3beta kinase, ADP-Glo luminescence, 60 min; stronger effect = lower value; activity score (negative = inhibition), % at 10 µM; 300,000 tested, 0.038% active; AID 2097;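 active = more than half of replicate wells score below -50%, meaning over 50% inhibition versus plate controls; inconclusive = some replicates but at most half score below -50%; inactive = no replicate scores below -50%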;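 note: 0% = median DMSO wells and -100% = median GW8510 positive control wells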
Target sequence (P49841 whole entry, looked up): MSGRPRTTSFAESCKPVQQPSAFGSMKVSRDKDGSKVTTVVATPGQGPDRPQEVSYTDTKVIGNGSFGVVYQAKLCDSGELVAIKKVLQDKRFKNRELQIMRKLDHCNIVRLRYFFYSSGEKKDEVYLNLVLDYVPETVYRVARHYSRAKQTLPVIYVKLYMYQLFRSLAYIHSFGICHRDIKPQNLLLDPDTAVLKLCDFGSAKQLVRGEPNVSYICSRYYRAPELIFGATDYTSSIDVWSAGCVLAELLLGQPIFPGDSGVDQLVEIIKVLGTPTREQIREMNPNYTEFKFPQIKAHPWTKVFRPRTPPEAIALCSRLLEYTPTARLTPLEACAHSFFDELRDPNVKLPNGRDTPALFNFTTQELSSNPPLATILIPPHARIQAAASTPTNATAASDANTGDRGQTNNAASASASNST
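Test system – GST-tagged human GSK3beta kinase, cell-free · Incubation – 60 min enzyme reaction, room temperature · Signal – ADP-Glo luminescence · Also added – peptide substrate and ATP at 25 µM · Controls – DMSO neutral wells and GW8510 at 20 µM as positive · Buffer or medium – Tris/MgCl2 kinase buffer · Measure – Luminescence-derived activity versus plate DMSO and GW8510 wells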
KLF5 inhibitor: inhibitors of KLF5 expression; 290,000 tested, 0.23% active; AID 1700; DLD-1 KLF5 promoter-luciferase reporter, luminescence; inhibition, % at 5 µM;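 active = inhibition above a per-plate limit of that plate's mean compound inhibition plus 3 SD, cut at about 60% in these data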;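 note: 0% = DMSO wells and 100% = LY294002 at 200 µM; higher means less KLF5 promoter-driven luciferase light; inactives centre near -14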
Platelet DG rel: modulates dense granule release in human platelets | human platelet-rich plasma, SFLLRN dense granule ATP release, luminescence | inhibition, %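 (compounds screened at 7.5 µM in platelet-rich plasma)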 | AID 1663 | 300,000 tested, 0.22% active;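 active = mean replicate score, as percent of positive control, at or above 50; inconclusive = mean below 50 but at least one replicate at or above 50; inactive = mean and every replicate below 50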
HSP90 refold inh: inhibitors of HSP90 luciferase refolding in rabbit reticulocyte lysate; inhibition, % at 5.6 µM; luciferase refolding luminescence, 3 h; 290,000 tested, 0.91% active; AID 1789;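 active = inhibition above the screen-wide mean plus 3 SD, computed separately per campaign, cut at about 16% in these data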;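 note: 0% = DMSO wells and 100% = 60 µM geldanamycin wells; inhibitors lower the luminescence because luciferase stays unfolded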
IEC-6 tox: kills IEC-6 intestinal cells in KLF5 counter-screen; IEC-6 cytotoxicity, luminescence viability; inhibition, % at 5 µM; 290,000 tested, 0.78% active; in the data active = inhibition above about 22%;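 note: 0% = plate median of test compound wells and 100% = cytotoxic reference compound wells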
aSyn 5UTR inh: 5' untranslated region of α-synuclein, MLPCN primary screen. alpha-synuclein 5'UTR reporter, inhibitor activity. 300,000 tested, 0.82% active. inhibition, % (tested at 7.5 µM); in the data active = inhibition above about 60%; inconclusive = no clear call, values can overlap the other calls;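 note: H4 neuroglioblastoma cells stably carrying SNCA 5'UTR luciferase fusion; 0% = DMSO wells and 100% = positive control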
GSK3A inh: blocks human GSK-3 alpha kinase; P49840; ADP-Glo luminescence, 60 min; inhibition, % at 10 µM; 320,000 tested, 0.1% active;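 in the data active = inhibition above about 50%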;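 note: GST-tagged GSK-3 alpha with peptide substrate and 25 µM ATP; 0% = DMSO neutral wells and 100% = GW8510 positive control wells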
Target sequence (P49840 whole entry, looked up): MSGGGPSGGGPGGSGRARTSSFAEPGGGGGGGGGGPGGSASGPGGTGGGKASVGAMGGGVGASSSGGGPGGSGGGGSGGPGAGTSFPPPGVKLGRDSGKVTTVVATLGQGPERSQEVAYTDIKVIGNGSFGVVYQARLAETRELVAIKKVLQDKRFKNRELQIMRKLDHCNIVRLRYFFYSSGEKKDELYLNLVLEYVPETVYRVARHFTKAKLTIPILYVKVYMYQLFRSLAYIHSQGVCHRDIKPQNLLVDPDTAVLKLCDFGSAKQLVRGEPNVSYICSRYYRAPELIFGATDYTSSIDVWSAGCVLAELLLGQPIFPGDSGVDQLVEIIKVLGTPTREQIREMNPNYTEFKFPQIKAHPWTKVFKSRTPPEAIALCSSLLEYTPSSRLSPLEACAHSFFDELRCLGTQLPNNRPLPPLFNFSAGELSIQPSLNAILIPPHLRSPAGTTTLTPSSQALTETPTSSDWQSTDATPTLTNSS
HSF1 activator: increases HSF-1 driven luciferase reporter signal. NIH3T3-HGL HSF-1 luciferase reporter, MG132, 8 h; 100% = twice DMSO control signal. 300,000 tested, 1.7% active. activation, % at 9 µM;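 active = mean replicate activation of at least 50% with a set share of replicates each reaching 50%; inconclusive = only one of those two conditions met; inactive = mean below 50% and too few replicates reaching it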;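 note: 0% = median of the neutral control wells and 100% = twice that signal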
Dyrk1A ADPGlo: inhibitors of rat Dyrk1A kinase; ADP-Glo luminescence, NFATc1 peptide; 310,000 tested, 0.43% active; inhibition, % at 12.5 µM; Q63470; in the data active = inhibition above about 50%;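 note: plate controls were vehicle with enzyme for no effect and no enzyme for full effect; many of its hits are not listed in these tables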
Numbers without * were called inactive. Some of the compounds tested. The share of hits here may be higher or lower than overall.

Screening Clc1ccc(OCCCn2ccnc2)c(Br)c1 returned HSF1 inhib -4, GSK3B inh -28, KLF5 inhibitor -10, Platelet DG rel -5, HSP90 refold inh -1, IEC-6 tox -1, aSyn 5UTR inh -4, GSK3A inh 1, HSF1 activator -5 and Dyrk1A ADPGlo 3.
`O=C(OCc1ccc([N+](=O)[O-])cc1)c1cc(=O)c2ccccc2o1` gave HSF1 inhib -9, GSK3B inh -1, KLF5 inhibitor -23, Platelet DG rel -16, HSP90 refold inh -3, IEC-6 tox -7, aSyn 5UTR inh -8, GSK3A inh 0, HSF1 activator -6 and Dyrk1A ADPGlo 0.
`CCCCCOc1ccc(Br)cc1/C(C)=N/NC1=NCCN1` gave HSF1 inhib -33, GSK3B inh -1, KLF5 inhibitor 38, Platelet DG rel 1, HSP90 refold inh 4, IEC-6 tox 83*, aSyn 5UTR inh 88*, GSK3A inh 7, HSF1 activator -31 and Dyrk1A ADPGlo 2.
`NS(=O)(=O)Oc1ccccc1` gave HSF1 inhib 1, GSK3B inh -1, KLF5 inhibitor -2, Platelet DG rel -10, HSP90 refold inh -1, IEC-6 tox -6, aSyn 5UTR inh 7, GSK3A inh -1, HSF1 activator 5 and Dyrk1A ADPGlo 11.
For Cc1ccc(NC(=S)NCC(C)C)cc1 the results were HSF1 inhib 1, GSK3B inh 0, KLF5 inhibitor -43, Platelet DG rel 30, HSP90 refold inh -2, IEC-6 tox -4, aSyn 5UTR inh -33, GSK3A inh 1, HSF1 activator -12 and Dyrk1A ADPGlo -3.
For CCOC(=O)c1c(C)[nH]c(C(=O)COC(=O)/C=C/c2ccc(OCC#N)c(OC)c2)c1C the results were HSF1 inhib 0, GSK3B inh -2, KLF5 inhibitor -4, Platelet DG rel -3, HSP90 refold inh 2, IEC-6 tox 8, aSyn 5UTR inh -1, GSK3A inh -3, HSF1 activator -1 and Dyrk1A ADPGlo -6.
For COc1cc(NC(=O)Cn2c(=O)n(CC3CCCO3)c(=O)c3ccccc32)cc(OC)c1 (stereo not drawn) the results were HSF1 inhib -2, GSK3B inh -1, KLF5 inhibitor -15, Platelet DG rel 2, HSP90 refold inh -1, IEC-6 tox 4, aSyn 5UTR inh 14, GSK3A inh -1, HSF1 activator 12 and Dyrk1A ADPGlo 7.
Screening Cc1ccc(N2CC(C(=O)Nc3c(C)n(C)n(-c4ccccc4)c3=O)CC2=O)cc1 (stereo not drawn) returned HSF1 inhib -6, GSK3B inh 4, KLF5 inhibitor -6, Platelet DG rel -6, HSP90 refold inh 1, IEC-6 tox -2, aSyn 5UTR inh 10, GSK3A inh -4 and HSF1 activator -15.
For CCN(C(=O)C(=O)c1c[nH]c2ccccc12)c1ccccc1 the results were HSF1 inhib -2, GSK3B inh -3, KLF5 inhibitor 16, Platelet DG rel 8, HSP90 refold inh -3, IEC-6 tox 5, aSyn 5UTR inh 13, GSK3A inh -2, HSF1 activator -16 and Dyrk1A ADPGlo 4.
CCOC(=O)CC1=C(C(=O)OCC)C(c2ccncc2)C(C#N)=C(N)O1 (stereo not drawn) was read as KLF5 inhibitor -41, HSP90 refold inh 1, IEC-6 tox -7 and Dyrk1A ADPGlo 4.
O=C(NCCc1ccccn1)C(F)(F)C(F)(F)C(F)(F)C(F)(F)C(F)(F)C(F)F was read as HSF1 inhib -1, GSK3B inh -1, KLF5 inhibitor -37, Platelet DG rel inconclusive, HSP90 refold inh -5, IEC-6 tox 8, aSyn 5UTR inh -6, GSK3A inh -3, HSF1 activator -19 and Dyrk1A ADPGlo 4.
`CN(c1ccccc1)S(=O)(=O)c1cccc(NC(=O)Cn2cnc3c2c(=O)n(C)c(=O)n3C)c1` gave HSF1 inhib 6, GSK3B inh 2, KLF5 inhibitor -4, Platelet DG rel 2, HSP90 refold inh 2, IEC-6 tox 2, aSyn 5UTR inh 15, GSK3A inh 2, HSF1 activator 5 and Dyrk1A ADPGlo -4.
CC1(C(=O)O)CCC(C(=O)Nc2ccc(S(N)(=O)=O)cc2)C1(C)C (stereo not drawn) was read as HSF1 inhib -2, GSK3B inh 1, KLF5 inhibitor -3, Platelet DG rel 1, HSP90 refold inh 1, IEC-6 tox 6, aSyn 5UTR inh 3, GSK3A inh -2, HSF1 activator 2 and Dyrk1A ADPGlo 10.
For O=C(NCC1CCCO1)C1CCN(C2CCN(CCCC3CCCC3)CC2)CC1 (stereo not drawn) the results were HSF1 inhib -3, GSK3B inh 2, KLF5 inhibitor -16, Platelet DG rel 5, HSP90 refold inh 3, IEC-6 tox 1, aSyn 5UTR inh 2, GSK3A inh 0, HSF1 activator 10 and Dyrk1A ADPGlo 0.
`O=C(O)c1ccccc1-c1nc(-c2ccccc2)c(-c2ccccc2)[nH]1` gave HSF1 inhib -3, GSK3B inh 4, KLF5 inhibitor -9, Platelet DG rel -1, HSP90 refold inh -1, IEC-6 tox 2, aSyn 5UTR inh -6, GSK3A inh -1, HSF1 activator -11 and Dyrk1A ADPGlo -4.
Screening CCOC(=O)c1ccc(CC(=O)c2oc3cc(O)ccc3c2C)o1 returned HSF1 inhib -7, GSK3B inh -3, KLF5 inhibitor -17, Platelet DG rel -6, HSP90 refold inh 5, IEC-6 tox -2, aSyn 5UTR inh -17, GSK3A inh 1, HSF1 activator 3 and Dyrk1A ADPGlo 5.
`CC(/C=C/c1ccccc1)=N\Nc1nc(-c2ccccc2)cs1` gave GSK3B inh -1, KLF5 inhibitor -12, Platelet DG rel 2, HSP90 refold inh 2, IEC-6 tox 2, GSK3A inh 1 and Dyrk1A ADPGlo 5.
CCOc1ccc(C(=O)NCCc2ccccc2)cc1 was read as HSF1 inhib 1, GSK3B inh -1, KLF5 inhibitor 14, Platelet DG rel 7, HSP90 refold inh 23*, IEC-6 tox -6, aSyn 5UTR inh inconclusive, GSK3A inh 0, HSF1 activator 24 and Dyrk1A ADPGlo -3.
Screening O=C(NCc1ccccc1Cl)NC(=O)c1ccccc1 returned HSF1 inhib -6, GSK3B inh 3, KLF5 inhibitor -10, Platelet DG rel 3, HSP90 refold inh 3, IEC-6 tox 4, aSyn 5UTR inh -21, HSF1 activator 0 and Dyrk1A ADPGlo 2.
COc1ccc(S(=O)(=O)NCC(=O)O)cc1C(=O)NC1CCCCC1 was read as HSF1 inhib 1, GSK3B inh -1, KLF5 inhibitor -26, Platelet DG rel 8, HSP90 refold inh -5, IEC-6 tox -2, aSyn 5UTR inh -7, GSK3A inh -1, HSF1 activator 22 and Dyrk1A ADPGlo -6.
COc1ccc(CNC(=O)C2CCN(S(=O)(=O)c3cccc4cccnc34)CC2)cc1 was read as HSF1 inhib 3, GSK3B inh -1, KLF5 inhibitor -1, Platelet DG rel -4, HSP90 refold inh -3, IEC-6 tox -3, aSyn 5UTR inh 20, GSK3A inh -2, HSF1 activator 6 and Dyrk1A ADPGlo 10.
CCN(CC(=O)Nc1c(F)cccc1F)C(=O)/C=C/c1ccc(S(=O)(=O)N2CCCCCC2)cc1 was read as HSF1 inhib -7, GSK3B inh -1, Platelet DG rel -4, aSyn 5UTR inh 78*, GSK3A inh -4, HSF1 activator 7 and Dyrk1A ADPGlo 10.
For CCN1C(=O)c2ccccc2Sc2ccc(C(=O)NCCCN3CCOCC3)cc21 the results were HSF1 inhib 2, GSK3B inh 3, KLF5 inhibitor -21, Platelet DG rel 2, HSP90 refold inh -5, IEC-6 tox 0, aSyn 5UTR inh 11, GSK3A inh 0, HSF1 activator 0 and Dyrk1A ADPGlo -7.
`CN(c1ccc(C(=O)Nc2ccc(F)cc2F)cc1)S(=O)(=O)c1ccccc1` gave HSF1 inhib -5, GSK3B inh -1, KLF5 inhibitor 5, Platelet DG rel -17, HSP90 refold inh 2, IEC-6 tox 8, aSyn 5UTR inh 1, GSK3A inh 2, HSF1 activator -9 and Dyrk1A ADPGlo 3.
COc1ccccc1CN(C)C(=O)c1cc(-c2cc(OC)c(OC)c(OC)c2)nc2ccccc12 was read as HSF1 inhib -26, GSK3B inh 1, KLF5 inhibitor -7, Platelet DG rel 3, HSP90 refold inh -1, IEC-6 tox 15, aSyn 5UTR inh 15, GSK3A inh -1, HSF1 activator -21 and Dyrk1A ADPGlo 4.
For COc1ccc(Cl)cc1C(=O)NCC(C)C the results were HSF1 inhib -1, GSK3B inh -1, KLF5 inhibitor 3, Platelet DG rel -5, HSP90 refold inh 6, IEC-6 tox 2, aSyn 5UTR inh -2, GSK3A inh -6, HSF1 activator -13 and Dyrk1A ADPGlo -5.
`O=C(c1ccc(S(=O)(=O)N2CCCCC2)cc1)N1CCCc2ccccc21` gave HSF1 inhib -6, GSK3B inh 2, KLF5 inhibitor -4, Platelet DG rel 2, HSP90 refold inh -2, IEC-6 tox -6, aSyn 5UTR inh 31, GSK3A inh 2, HSF1 activator -6 and Dyrk1A ADPGlo -8.
`CS(=O)(=O)N(CC(=O)Nc1cccc(Cl)c1Cl)c1ccccc1` gave HSF1 inhib 3, GSK3B inh 1, KLF5 inhibitor -8, Platelet DG rel -3, HSP90 refold inh 2, IEC-6 tox 0, aSyn 5UTR inh 31, GSK3A inh -1, HSF1 activator 0 and Dyrk1A ADPGlo 11.
`CC(C)n1ncc(N2CCOCC2)c(Cl)c1=O` gave HSF1 inhib -9, GSK3B inh -3, KLF5 inhibitor -43, Platelet DG rel 3, HSP90 refold inh 1, IEC-6 tox 3, aSyn 5UTR inh -12, GSK3A inh -1, HSF1 activator -5 and Dyrk1A ADPGlo 9.
`Cc1ccc(S(=O)(=O)N2C=CC(C(F)(F)F)=NCC2)cc1` gave HSF1 inhib 5, GSK3B inh -6, KLF5 inhibitor -20, Platelet DG rel -3, HSP90 refold inh -2, IEC-6 tox -2, aSyn 5UTR inh 18, GSK3A inh 0, HSF1 activator 1 and Dyrk1A ADPGlo 0.
`COc1ccc(-c2cccc(C(=O)N3CCOCC3)c2)cc1` gave HSF1 inhib 2, GSK3B inh -20, KLF5 inhibitor -67, Platelet DG rel -4, HSP90 refold inh -3, IEC-6 tox -2, aSyn 5UTR inh -80, GSK3A inh -2, HSF1 activator 0 and Dyrk1A ADPGlo 4.
For CCCCS(=O)CC(COCc1ccccc1)OC(=O)CSc1nc(C)cc(C)n1 (stereo not drawn) the results were HSF1 inhib -7, GSK3B inh -1, KLF5 inhibitor 1, Platelet DG rel -15, HSP90 refold inh 1, IEC-6 tox -1, aSyn 5UTR inh -8, GSK3A inh -2, HSF1 activator 12 and Dyrk1A ADPGlo 1.
CC(C)C1COC(c2cccc3ccccc23)=N1 (stereo not drawn) was read as HSF1 inhib 29, GSK3B inh 2, KLF5 inhibitor -31, Platelet DG rel 5, HSP90 refold inh -7, IEC-6 tox 5, aSyn 5UTR inh -115, GSK3A inh -1, HSF1 activator 39 and Dyrk1A ADPGlo 9.
